Nrf2 inh: Nrf2 pathway inhibition | A549 ARE-Fluc reporter, luciferase luminescence, 18-24 h | Potency, µM (doses to about 46 µM), without a hit: top-dose activity change, negative = inhibition, most hits filed as inhibitors | actives 2.1% (n = 360,000) | AID 504444; note: % is set by controls: 0 for no effect and ±100 for the full control effect; nearly all actives have a fitted effect of over 60% in size
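Reporter: ARE-Fluc in A549. Exposure: 18-24 h, 37 °C, 5% CO2, 5% FBS OPTI-MEM. Readouts: fluorescent cytotoxicity (CellTiter-Fluor), then luminescent Nrf2 signal after BugLite.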
A549 viability: counter-screen for Nrf2 inhibitors: cytotoxicity in A549 cells; A549 ARE-Fluc cells, CellTiter-Fluor viability, 18-24 h; Potency, µM (series often up to 46 µM), for the others: at the top dose activity change, negative = cytotoxicity, most hits filed as inhibitors; actives 0.16% (n = 390,000); note: % is set by controls: 0 for no effect and ±100 for the full control effect
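A549 ARE_Fluc cells in 5% FBS OPTI-MEM were exposed to compounds in concentration-response for 18-24 h at 37 deg C. Viability was read by CellTiter-Fluor fluorescence (Ex 405/Em 525) after 30 min, before the luciferase read.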
MCF10A rereplic: inducers of DNA re-replication in MCF 10A breast cells | actives 2.9% (n = 350,000) | AID 624296 | MCF 10A DNA re-replication, Hoechst nuclear intensity, 48 h | Potency, µM (series often up to 46.1 µM), without a hit: top-dose activity, positive = re-replication, actives largely listed as activators; note: % of control where 0% means no effect; nearly all actives have a fitted effect of over 50% in size
Nrf2 activator: activates Nrf2 signaling. AREc32 ARE-luciferase reporter (MCF7-derived line), luminescence, 24 h. Potency, µM (series often up to 46.1 µM), for the others: at the top dose activation, actives largely listed as activators. actives 0.31% (n = 410,000). AID 624171; note: % of control where 0% means no effect; nearly all actives have a fitted effect of over 65% in size
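Quantitative high-throughput format: AREc32 reporter cells, 1000 per well, received compound by pin transfer and were incubated 24 hr at 37 deg C, 5% CO2, before Steady-Glo luminescence detection.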
ATXN viability: cell viability loss in ATXN counter-screen. S2 cells (HEK-293 line with an ATXN2-luciferase reporter) viability, CellTiter-Fluor protease fluorescence, 24 h. Potency, µM (series often up to 56.7 µM), hits mostly cytotoxic. actives 0.49% (n = 400,000); note: nearly all actives have a fitted effect of over 40% in size
HepG2 viability: kills HepG2 cells in TGF-b inhibitor counter-screen. HepG2 CAGA-GFP viability, ATP luminescence, 18 h. Potency, µM (series often up to 46.1 µM), inactives show top-dose activity change, negative = cytotoxicity, hits mostly cytotoxic. actives 0.76% (n = 410,000). AID 588856; note: some results filed as inactive show a strong effect at the top dose
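HepG2 CAGA-GFP cells (1000/well, DMEM with 1% FBS) received compound, then TGF-beta at 500 pg/mL final, and were incubated 18 hours at 37 degrees C. Viability was read by CellTiter-Glo luminescence. Media-only wells were set as complete cell-killing and DMSO as no toxicity.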
EPAC2 antag: EPAC2 (human) antagonism; EPAC2 GEF exchange of Rap1B-BODIPY-GDP, fluorescence; Potency, µM (series often up to 114 µM), for inactives: at the top dose activity, negative = inhibition, most hits filed as inhibitors; actives 0.18% (n = 360,000); AID 720708; note: % is set by controls: 0 for no effect and ±100 for the full control effect; nearly all actives have a fitted effect of over 45% in size; many of its hits are not listed in these tables
Target sequence (Q8WZA2 whole entry, looked up): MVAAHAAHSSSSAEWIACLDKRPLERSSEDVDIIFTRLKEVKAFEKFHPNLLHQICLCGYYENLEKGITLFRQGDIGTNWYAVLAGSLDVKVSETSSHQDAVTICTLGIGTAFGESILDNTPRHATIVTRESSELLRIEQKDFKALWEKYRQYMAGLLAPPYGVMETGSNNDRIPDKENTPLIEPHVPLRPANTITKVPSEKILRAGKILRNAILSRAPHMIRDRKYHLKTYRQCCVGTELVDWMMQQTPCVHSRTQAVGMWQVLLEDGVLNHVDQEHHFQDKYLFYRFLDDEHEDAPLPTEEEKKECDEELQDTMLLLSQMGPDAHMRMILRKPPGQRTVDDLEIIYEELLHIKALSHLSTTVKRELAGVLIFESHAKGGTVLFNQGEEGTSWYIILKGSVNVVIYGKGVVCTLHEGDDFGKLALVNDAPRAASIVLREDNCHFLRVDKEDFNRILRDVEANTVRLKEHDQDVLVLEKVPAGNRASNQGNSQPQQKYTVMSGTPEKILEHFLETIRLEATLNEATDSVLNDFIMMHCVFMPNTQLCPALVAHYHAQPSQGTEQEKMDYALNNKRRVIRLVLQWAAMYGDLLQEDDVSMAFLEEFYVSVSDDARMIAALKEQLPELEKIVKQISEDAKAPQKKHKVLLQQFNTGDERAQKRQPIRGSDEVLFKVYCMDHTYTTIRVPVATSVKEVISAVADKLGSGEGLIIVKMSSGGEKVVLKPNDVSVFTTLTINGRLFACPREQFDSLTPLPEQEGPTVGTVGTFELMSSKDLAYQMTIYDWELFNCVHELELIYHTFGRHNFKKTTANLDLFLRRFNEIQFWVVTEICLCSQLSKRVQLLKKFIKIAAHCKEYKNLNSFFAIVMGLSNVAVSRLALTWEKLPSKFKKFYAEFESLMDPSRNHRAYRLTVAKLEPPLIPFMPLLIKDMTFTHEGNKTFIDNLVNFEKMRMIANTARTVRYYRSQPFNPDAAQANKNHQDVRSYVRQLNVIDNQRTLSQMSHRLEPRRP
TGFb inhibitor: inhibitors of TGF-b signaling; actives 1.2% (n = 410,000); AID 588855; HepG2 CAGA-GFP TGF-b/SMAD3 reporter, GFP fluorescence, 18 h; TGF-beta stimulated, 500 pg/mL final; Potency, µM (top dose mostly 46.1 µM), without a hit: at the highest dose activity, negative = inhibition, hits mostly inhibitors; note: % is set by controls: 0 for no effect and ±100 for the full control effect; nearly all actives have a fitted effect of over 65% in size
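TGF-beta reporter screen: HEPG2 CAGA-GFP, 1% FBS, 500 pg/mL TGF-beta final, 18 h; per-cell GFP summed per well; curves fitted and categorized by class.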
ATXN2 expr inh: inhibitors of ATXN2 expression; AID 1745845; Potency, µM (series often up to 57 µM), for the others: at the top dose activity change, negative = inhibition, most hits filed as inhibitors; HEK-293 ATXN2-luciferase reporter, luminescence, 24 h; actives 0.72% (n = 360,000); note: % is set by controls: 0 for no effect and ±100 for the full control effect; nearly all actives have a fitted effect of over 55% in size
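ATXN2-luciferase reporter cells (luciferase flanked by upstream and downstream ATXN2 gene portions) were treated 24 h at 37 °C with compounds at up to 57 uM. SteadyGlo luminescence gave expression; GF-AFC fluorescence gave viability.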
An asterisk follows results filed as active; i = inactive; u = inconclusive; x = no result given; [ ] = another dose, or the depositor's remark. Calls come from the whole dose curve; as a rule, active = well fitted curve in the direction sought with a large enough effect; inconclusive = small, poorly fitted or top-dose-only effect, or another doubt; inactive = no such curve, though single readings can be large; an effect the other way counts as inactive or inconclusive. Potency is the fitted concentration of half-maximal effect. A portion of the library (hit frequency here may not be typical).

item	Compound	Nrf2 inh	A549 viability	MCF10A rereplic	Nrf2 activator	ATXN viability	HepG2 viability	EPAC2 antag	TGFb inhibitor	ATXN2 expr inh
1	FC(F)(F)c1cc(-c2ccco2)nc(-n2nnc3ccccc32)n1	-33%	-23%	u	u	i	-16%	-3%	5%	-7%
2	CCCOc1ccccc1NS(=O)(=O)c1ccc2[nH]c(=O)[nH]c2c1	-26%	-1%	-8%	2.6%	i	11%	-4%	19%	-11%
3	CCOc1ccc(Cl)cc1S(=O)(=O)N1CCC(C(=O)NCc2cccnc2)CC1	u	5%	-5%	-0.6%	i	-6%	-6%	1%	6%
4	Cc1cc(C)cc(NC(=O)CCC(=O)Nc2nnc(C(F)(F)F)s2)c1	10%	-2%	-4%	0.5%	i	-22%	-2%	0%	-10%
5	Nc1nnc2cc(Cl)ccc2n1	u	-13%	2%	2.5%	i	-4%	-11%	-5%	1%
6	Cc1cc(CSc2ccc(Cl)cc2)ccc1N	-1%	-9%	u	4.8%	u	-21%	16µM*	0%	14%
7	COc1cccc(C(C)(O)c2nc(-c3ccc4c(c3)OCO4)cs2)c1 (configuration not stated)	x	x	x	0.1%	i	-17%	-23%	-2%	-6%
8	CC(=O)c1ccc(N2CCN(S(=O)(=O)c3ccc4c(c3)C(Cl)(Cl)C(=O)N4)CC2)cc1	x	x	x	12%	i	-93%	4%	22µM*	-3%
9	CCN1C(=O)[C@H]2[C@@H](c3ccc(-c4ccccc4)cc3)N[C@@](CC(C)C)(C(=O)OC)[C@H]2C1=O	-13%	9%	29%	-0.1%	i	-17%	-8%	u	-4%
10	CCN(CC)S(=O)(=O)c1ccc2[nH]c(=O)cc(C(=O)Nc3ccccc3N3CCCC3)c2c1	-6%	-3%	5%	0.2%	i	-24%	4%	-1%	-9%
11	CCc1nc2ccc(C(=O)NCCCN(C)C)cn2c1N(C)Cc1ccc(OC)cc1	x	x	x	4.3%	i	-19%	1%	29%	-5%
12	CN1C(=O)C(O)(c2sc(N)nc2-c2ccccc2)c2ccccc21 (configuration not stated)	16%	-5%	-5%	-0.5%	i	-19%	0%	6%	4%

Following part
item	Compound	Nrf2 inh	A549 viability	MCF10A rereplic	Nrf2 activator	ATXN viability	HepG2 viability	EPAC2 antag	TGFb inhibitor	ATXN2 expr inh
13	COc1cc([N+](=O)[O-])ccc1NC(=O)Oc1ccc(NC(C)=O)cc1	-10%	-14%	8%	-0.4%	u	2%	12%	-5%	x
14	CCOC(=O)C1CCN(c2cc(C)nc3c(-c4ccccc4OC)c(C)nn23)CC1	x	-2%	x	4.2%	u	-10%	x	0%	u
15	COc1ccc(-c2nnc(SCc3ncc(-c4ccccc4)o3)o2)cc1	u	-1%	11%	0.4%	i	-32%	17%	-12%	16%
16	Cc1noc(C)c1COC(=O)C(c1ccccc1)c1ccccc1	2%	-6%	-1%	0.0%	i	0%	u	3%	-15%
17	Cc1ccc(N2C(=O)NC(NC(=O)C(C)(C)C)(C(F)(F)F)C2=O)cc1 (configuration not stated)	1%	-1%	1%	-0.5%	u	7%	6%	27%	9%
18	O=C(CSc1ccc(-c2cccc([N+](=O)[O-])c2)nn1)N1CCCCCC1	-18%	8%	6%	2.9%	i	-38%	-8%	-8%	-12%
19	COc1ccc(C2Nc3ccccc3C(=O)N2Cc2ccccc2)cc1Cn1nnc2ccccc21 (configuration not stated)	u	-8%	-3%	-0.8%	i	1%	-9%	u	-5%
20	CCOC(=O)C1=CN(Cc2cccc(F)c2)S(=O)(=O)NC1CCc1ccccc1 (configuration not stated)	-9%	6%	15µM*	-0.8%	i	-51%	-5%	u	u
21	Cn1c(C(=O)N2CCCC(C(=O)NCc3ccc4c(c3)OCO4)C2)cc2sccc21 (configuration not stated)	-18%	-8%	-3%	2.7%	i	-30%	8%	-23%	-22%
22	O=C(NCc1ccccc1)C(c1cccnc1)N(C(=O)c1ccccn1)c1ccc(F)cc1 (configuration not stated)	-3%	0%	3%	0.5%	i	0%	3%	2%	12%
23	Cc1c(C)n(CCO)c2ncnc(Nc3ccc(F)cc3)c12	u	0%	0%	6.7%	i	0%	10%	0%	36%
24	Cc1cc(C)c(NC(=O)CNC(=O)COC(=O)/C=C/c2cccs2)c(C)c1	20%	13%	14%	0.6%	i	9%	15%	1%	-3%

Excerpt: compounds 12 to 24
item	Compound	Nrf2 inh	A549 viability	MCF10A rereplic	Nrf2 activator	ATXN viability	HepG2 viability	EPAC2 antag	TGFb inhibitor	ATXN2 expr inh
12	CN1C(=O)C(O)(c2sc(N)nc2-c2ccccc2)c2ccccc21 (configuration not stated)	16%	-5%	-5%	-0.5%	i	-19%	0%	6%	4%
13	COc1cc([N+](=O)[O-])ccc1NC(=O)Oc1ccc(NC(C)=O)cc1	-10%	-14%	8%	-0.4%	u	2%	12%	-5%	x
14	CCOC(=O)C1CCN(c2cc(C)nc3c(-c4ccccc4OC)c(C)nn23)CC1	x	-2%	x	4.2%	u	-10%	x	0%	u
15	COc1ccc(-c2nnc(SCc3ncc(-c4ccccc4)o3)o2)cc1	u	-1%	11%	0.4%	i	-32%	17%	-12%	16%
16	Cc1noc(C)c1COC(=O)C(c1ccccc1)c1ccccc1	2%	-6%	-1%	0.0%	i	0%	u	3%	-15%
17	Cc1ccc(N2C(=O)NC(NC(=O)C(C)(C)C)(C(F)(F)F)C2=O)cc1 (configuration not stated)	1%	-1%	1%	-0.5%	u	7%	6%	27%	9%
18	O=C(CSc1ccc(-c2cccc([N+](=O)[O-])c2)nn1)N1CCCCCC1	-18%	8%	6%	2.9%	i	-38%	-8%	-8%	-12%
19	COc1ccc(C2Nc3ccccc3C(=O)N2Cc2ccccc2)cc1Cn1nnc2ccccc21 (configuration not stated)	u	-8%	-3%	-0.8%	i	1%	-9%	u	-5%
20	CCOC(=O)C1=CN(Cc2cccc(F)c2)S(=O)(=O)NC1CCc1ccccc1 (configuration not stated)	-9%	6%	15µM*	-0.8%	i	-51%	-5%	u	u
21	Cn1c(C(=O)N2CCCC(C(=O)NCc3ccc4c(c3)OCO4)C2)cc2sccc21 (configuration not stated)	-18%	-8%	-3%	2.7%	i	-30%	8%	-23%	-22%
22	O=C(NCc1ccccc1)C(c1cccnc1)N(C(=O)c1ccccn1)c1ccc(F)cc1 (configuration not stated)	-3%	0%	3%	0.5%	i	0%	3%	2%	12%
23	Cc1c(C)n(CCO)c2ncnc(Nc3ccc(F)cc3)c12	u	0%	0%	6.7%	i	0%	10%	0%	36%
24	Cc1cc(C)c(NC(=O)CNC(=O)COC(=O)/C=C/c2cccs2)c(C)c1	20%	13%	14%	0.6%	i	9%	15%	1%	-3%

The list continues.
item	Compound	Nrf2 inh	A549 viability	MCF10A rereplic	Nrf2 activator	ATXN viability	HepG2 viability	EPAC2 antag	TGFb inhibitor	ATXN2 expr inh
25	CC(Sc1nnc(C2CCCCC2)n1N)C(=O)NCc1ccc2c(c1)OCO2 (configuration not stated)	4%	16%	-11%	-0.4%	i	0%	-3%	5%	1%
26	O=C(O)c1ccc(NNC(=S)Nc2cc(C(F)(F)F)ccc2Cl)cc1	u	3%	26%	0.4%	i	1%	-8%	5%	129%[activator]
27	O=C(c1cnccn1)N1CCc2ccccc2C1	7%	0%	-10%	-0.3%	i	4%	4%	-10%	-8%
28	CCN(Cc1ccccc1)C(=O)CSc1ccccc1C(=O)O	12%	3%	2%	-0.1%	x	-16%	19%	-7%	x
29	Cc1ccc(NC(=S)N(Cc2cccc(Br)c2)CC2CCC(C(=O)O)CC2)cc1 (configuration not stated)	u	-5%	1%	0.1%	i	0%	-15%	20%	1%
30	Nc1cc(C(=O)OCC(=O)NCc2ccc(F)cc2)ccc1Cl	-6%	0%	4%	-0.1%	i	1%	7%	6%	-1%
31	COCC(=O)N(CCc1ccc(OC)c(OC)c1)Cc1cc2cc(C)ccc2nc1Cl	16µM*	-1%	22%	-0.2%	i	-7%	2%	-30%	-20%
32	Fc1ccc(NC(=S)Nc2ccc(Cl)cc2)cc1	20%	-4%	4%	5.6%	i	-21%	-1%	u	-10%
33	CC1=C(C(=O)Nc2ccccc2)C(c2ccccc2C)n2ncc(C(=O)Nc3ccccc3)c2N1 (configuration not stated)	u	-11%	x	3.1%	x	1%	x	-10%	x
34	NS(=O)(=O)c1ccc(CCNC(=O)CNC(=O)c2ccccc2Br)cc1	-3%	-12%	1%	-0.1%	i	10%	-2%	0%	2%
35	COc1cc(NS(=O)(=O)c2cccc3nsnc23)c(C(=O)O)cc1OC	12%	-1%	-4%	-0.3%	i	7%	-7%	4%	1%
36	COc1ccc(C(=O)CN2C(=O)NC3(CCc4ccccc43)C2=O)c(OC)c1 (configuration not stated)	u	3%	0%	2.7%	i	-49%	-4%	-25%	3%

Sorted by heavy-atom count (ascending): part of the list above
item	Compound	Nrf2 inh	A549 viability	MCF10A rereplic	Nrf2 activator	ATXN viability	HepG2 viability	EPAC2 antag	TGFb inhibitor	ATXN2 expr inh
28	CCN(Cc1ccccc1)C(=O)CSc1ccccc1C(=O)O	12%	3%	2%	-0.1%	x	-16%	19%	-7%	x
35	COc1cc(NS(=O)(=O)c2cccc3nsnc23)c(C(=O)O)cc1OC	12%	-1%	-4%	-0.3%	i	7%	-7%	4%	1%
31	COCC(=O)N(CCc1ccc(OC)c(OC)c1)Cc1cc2cc(C)ccc2nc1Cl	16µM*	-1%	22%	-0.2%	i	-7%	2%	-30%	-20%

Continued:
item	Compound	Nrf2 inh	A549 viability	MCF10A rereplic	Nrf2 activator	ATXN viability	HepG2 viability	EPAC2 antag	TGFb inhibitor	ATXN2 expr inh
37	O=C(CCOc1ccccc1)Nc1nnc(-c2ccc3c(c2)OCCO3)o1	19%	6%	-6%	3.8%	i	-26%	6%	-7%	-3%
38	Cn1cccc1C1C(C#N)=C(N)OC2=C1C(=O)CC(C)(C)C2 (configuration not stated)	7%	-4%	0%	7.4%	i	0%	7%	2%	-12%[11.3 µM]
39	Cc1ccc(/C=N/NC(=O)CNC(=O)c2cccc([N+](=O)[O-])c2C)o1	-3%	-11%	1%	-0.9%	i	-2%	11%	3%	x
40	CC(=O)N(Cc1ccco1)C1(C(=O)NC2CCCCC2)CCCCC1	14%	-4%	18%	0.4%	i	-5%	4%	-27%	-1%
41	CCN(CC)S(=O)(=O)c1cccc(NC(=O)c2ccc(Br)cc2)c1	u	-18%	8%	0.0%	i	3%	-6%	-11%	-21%

Screening results from PubChem.
